TAG inh – inhibitors of triacylglycerol accumulation | AID 651582 | H9c2 cells, Nile Red lipid (TAG) fluorescence; cells loaded with 200 µM oleic acid | 230,000 tested, 0.66% active | inhibition, % at 12.5 µM;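 active = pattern-corrected inhibition of lipid staining of at least 50% with the nuclear-stain viability signal not falling by more than 50%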;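 note: 0% = DMSO wells and 100% = triacsin C control wells; some results filed as inactive read as strong as hits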
TAG inh DAPI viability – second read-out of TAG inh, no call of its own (marks repeat the call); DAPI nuclei signal change (viability), lower = more cytotoxic, %;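 whole-well DAPI fluorescence read on a plate reader as a viability signal; minus 50 percent equals half of cells still viable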
* marks the source's active call; other numbers are inactive results. Only part of the results is shown (hit frequency here may not be typical).

SMILES	TAG inh	TAG inh DAPI viability
CCS(=O)(=O)NC(=O)C1(C)CCN1C(=O)C1(c2ccc(Cl)cc2)CC1 (stereo not given)	3	5
Cn1cc(C(=O)NC2CCCCCCC2)c(=O)c2cc(S(=O)(=O)N3CCCC3)ccc21	46	-16
COc1ccc(C(=O)Cn2ccsc2=NC(C)=O)cc1	-6	5
CCOC(=O)/C=C1\SCC(=O)N1CCOc1cccc(Br)c1	-6	0
O=C(Nc1cccc(C(=O)N2CCOCC2)c1)c1ccccc1Br	5	3
COCCNC(=O)Cc1ccc(Br)cc1	-13	-3
CC(=O)Nc1cncc(-c2ccccc2C(C)=O)n1	6	-2
CCCN1C2CCCC1CC(NC(=O)Nc1cccc(C(C)=O)c1)C2 (stereo not given)	11	0
CSCC[C@H](NC(=O)OC(C)(C)C)c1nnc(SCC(N)=O)o1	-8	3
Cc1csc(=O)n1CC(=O)OC(C)C(=O)Nc1cccc(Cl)c1 (stereo not given)	-8	10
CNC(=O)c1ccc(NC(=O)CN2c3cccc4cccc(c34)S2(=O)=O)cc1	17	1
COc1ccc(Cl)cc1NC(=O)CN(C)C(=O)c1cccc(S(=O)(=O)N2CCN(C)CC2)c1	13	-9
C/C(=N\NC(=O)C(=O)Nc1cccc(C(F)(F)F)c1)c1ccc(Cl)s1	-44	4
O=c1[nH]n(-c2ccc([N+](=O)[O-])cc2)c(=O)c2ccccc12	6	-7
CCC(=O)N1CCC1(C)C(=O)Nc1ccc2c(c1)OCO2 (stereo not given)	-7	15
Cn1c(=O)c2nc(SCCO)n(C)c2n(C)c1=O	6	-3
CCC1C2CN(C(C)=O)CC=C2C(C#N)=C(N)C1(C#N)C#N (stereo not given)	0	-8
COc1ccc(CC(=O)N2CCN(S(=O)(=O)c3cc(Cl)ccc3Cl)CC2)cc1	13	-4
O=C(COC(=O)c1ncc(Cl)c(Cl)c1Cl)Nc1ccc(Cl)cn1	4	9
CC(C)n1c(S(=O)(=O)O)nc2ccccc21	-7	4
Cc1cccc(OC2CCN(Cc3c(C(=O)N4CCCC4)nc4ccccn34)CC2)c1	-7	7
O=C(Nc1nc2c(F)cc(F)cc2s1)C1COc2ccccc2O1 (stereo not given)	-1	-6
Nc1nnc(SCC(=O)N2CCc3ccccc3C2)s1	2	-2
O=C(Nc1ccn(CCCN2CCC(N3CCOCC3)CC2)c(=O)n1)OCc1ccccc1	6	1
O=C(O)c1ccc2c(c1)C(=O)N([C@H](Cc1cccc3ccccc13)C(=O)O)C2=O	-5	3

Next section
SMILES	TAG inh	TAG inh DAPI viability
Cc1cc(C(=O)Cn2cc(C(F)(F)F)ccc2=O)c(C)n1CC1CCCO1 (stereo not given)	-38	-7
CCN1CCCC1CNC1=NCCCCC1 (stereo not given)	-5	9
O=C(CNC(=O)c1nc[nH]c1C(=O)N1CCNCC1)OCc1ccccc1	2	2
CN(CC(=O)Nc1c(Cl)cccc1Cl)C(=O)c1ccc(NS(=O)(=O)c2ccc3[nH]c(=O)[nH]c3c2)cc1	3	1
S=C1NC[C@H](Cc2ccccc2)N1CCCCC1CCCCC1	-7	9
O=C(NC(=S)Nc1ccccc1O)c1cncc(Br)c1	-1	-1
Oc1c(Br)cc(/C=N/NC(=S)NCc2ccco2)cc1Br	-7	9
Cc1nn2c3c(cnc2c1-c1ccccc1)C(=O)CC(c1ccco1)C3 (stereo not given)	9	-7
COc1ccc(C2CC(c3ccc(F)cc3)Nc3nc(N)nn32)cc1OC (stereo not given)	0	-2
CS(=O)(=O)N1CCN(c2ccccc2NC(=S)NC(=O)c2ccccc2[N+](=O)[O-])CC1	11	-7
CC(=O)c1ccc(N2CCN(C(=O)Cc3n[nH]c(=O)c4ccccc34)CC2)cc1	4	0
C[C@@]12CCC=C[C@H]1[C@H](c1ccoc1)N(Cc1ccccc1)C2=O	79*	-39*
CN(c1ccc(OCC(=O)N2CCOCC2)cc1)S(=O)(=O)c1ccc(F)cc1	-6	-1
CCOc1cccc(/C=N/Nc2nc(N3CCCC3)nc(N3CCCC3)n2)c1O	8	2
S=C(Nc1ccc(Br)cc1Cl)NN1CCOCC1	12	-15
CC(Oc1ccccc1Cl)C(=O)Nc1ccc(S(=O)(=O)N2CCCC2)cc1 (stereo not given)	-27	3
O=C(CCCC(=O)N1CCN(c2ccc([N+](=O)[O-])cc2)CC1)c1ccccc1	-24	-5
O=c1[nH]c(-c2ccco2)nc2sc3c(c12)CCCC3	2	14
O=C(NCCS(=O)(=O)N1CCCCC1)c1ccc2c(c1)OCO2	-5	-8
CCN(C[C@H]1N[C@@](C)(C(=O)OC)[C@H]2C(=O)N(C)C(=O)[C@@H]12)S(=O)(=O)c1ccc(OC(F)(F)F)cc1	-1	-5
COc1cc([C@@H]2[C@H]3CN(C)CC=C3C(C#N)=C(N)C2(C#N)C#N)cc2c1OCO2	-5	-4
Cc1onc(-c2c(F)cccc2Cl)c1C(=O)O/N=C(\N)c1ccc([N+](=O)[O-])o1	29	-15
C#Cc1ccc(C(=O)NCc2ccc(N3CCCC3=O)cc2)cc1	-15	-4
CCC(=O)N1CCC1(C)C(=O)Nc1ccccc1 (stereo not given)	-5	2
CCN1C(=O)NC(c2cc(Br)ccc2OC)C(C(=O)OC)=C1C (stereo not given)	4	-6

Continuation.
SMILES	TAG inh	TAG inh DAPI viability
Cc1[nH]n(C(N)=S)c(=O)c1N=Nc1cccc([N+](=O)[O-])c1C	-10	-2
O=C(Nc1ccc(F)cc1)Nc1ccc([N+](=O)[O-])cn1	-4	-1
O=C(/C=C/c1ccc2c(c1)OCO2)Nc1nc2ccc(F)cc2s1	6	2
CC(C)CCNC(=O)C1CCN(S(=O)(=O)c2ccc3c(c2)CCC(=O)N3)CC1	17	-12
CN(C)[C@@H]1C(=O)C(C(N)=O)=C(O)[C@@]2(O)C(=O)C3=C(O)c4c(O)ccc(Cl)c4[C@@H](O)[C@H]3C[C@@H]12	2	-15
Cc1ccc(Nc2c(-c3ccccn3)nc3ccc(C)cn23)cc1	28	-7
COc1ccc(CC(=O)N/N=C(\C)c2cccc(NC(=O)C3CC3)c2)cc1	18	1
Fc1ccccc1NC(=S)N1CCC(c2ccccc2)C1 (stereo not given)	2	-9
COc1cc2c(cc1NC(=O)Nc1ccccc1)oc1ccccc12	38	14
O=C(O)C1C2C=CC(O2)C1C(=O)Nc1ccccn1 (stereo not given)	3	-3
NC1=NC(=Nc2cccc(S(N)(=O)=O)c2)c2ccccc21	5	-4
CCN1C(=O)c2ccc(C(=O)NCc3ccco3)cc2C1=O	-4	-10
O=C(Nn1cnnc1)C(c1ccccc1)c1ccccc1	12	1
COc1cccc(CNC(=O)CCC2CCCN(C(=O)c3cc(C4CC4)[nH]n3)C2)c1 (stereo not given)	-1	-1
OCCn1nc2c3ccccc3nc-2n(-c2ccccc2)c1=S	-2	8
CCOc1ccc(C(=O)CC(C(=O)O)N2CCN(Cc3ccccc3)CC2)cc1 (stereo not given)	1	-1
Cc1cc(-c2nnc(-c3ccccc3)c(-c3ccccc3)n2)c(C)o1	19	-1
NC(=O)C1CCN(S(=O)(=O)c2cc3c4c(c2)CCN4C(=O)CC3)CC1	15	1
Cc1cc(C(=O)OCC(=O)N(C)c2ccccc2)c2ccccc2n1	-1	1
CC(C)COc1cccc(C(=O)Nc2cc(S(=O)(=O)N3CCOCC3)ccc2N2CCCC2)c1	17	2
CCOc1cc(S(=O)(=O)NCCCN2CCOCC2)ccc1F	-14	-1
Cc1nnc2sc(-c3cccc4ccccc34)nn12	10	7
CSCCC(NS(=O)(=O)c1ccc(Cl)cc1)C(=O)OCc1cccc(Cl)c1 (stereo not given)	-2	5
CCC(OC(=O)c1cccs1)C(=O)NCc1ccco1 (stereo not given)	-9	15
O=C1COc2ccc(C(=O)COc3ccc(Cl)cc3Br)cc2N1	-14	3

Compound profiles, from the list above. Order of screens: TAG inh | TAG inh DAPI viability
O=C(O)C1C2C=CC(O2)C1C(=O)Nc1ccccn1 (stereo not given) reads 3 | -3
CCC(OC(=O)c1cccs1)C(=O)NCc1ccco1 (stereo not given) reads -9 | 15

Going on with the list.
SMILES	TAG inh	TAG inh DAPI viability
COCCN1CCN(C(=O)C2CCC(=O)N(Cc3ccccc3F)C2)CC1 (stereo not given)	-4	-2
CCOc1ccc2nc(SC3CC(=O)N(c4cccc(OC)c4)C3=O)sc2c1 (stereo not given)	2	6
c1ccc2cc(CSCc3nc4ccccc4[nH]3)ccc2c1	-9	6
CCN(CC(=O)Nc1cc(Cl)ccc1C)C(=O)c1oc2ccc(OC)cc2c1C	-8	7
CC(C)c1nc(NCc2ccccc2)c(C#N)c2c1CCCC2	-211	12
Cc1ccc(/C=N/c2sc3c(c2C#N)CCCCC3)o1	8	-11
CCN(CC)CCN1C(=O)C2C3c4ccccc4C(c4ccccc43)C2C1=O (stereo not given)	5	-16
Cc1cccc(NC(=O)Nc2cccc3ccccc23)c1	-4	-4
COC(=O)/C=C(\C)N=Nc1c(O)[nH]c2ccccc12	2	-1
O=C(Cc1cccc2ccccc12)NNC(=O)c1cccs1	-2	-10
COc1cc2c(-c3ccc4cc[nH]c4c3)c(-c3ccc(C#N)cc3)oc(=O)c2cc1OC	16	5
O=[N+]([O-])/C=C1/CCCCCN1	-8	11
O=C1c2cccc3c(Nc4ccccc4Cl)c([N+](=O)[O-])cc(c23)C(=O)N1CCO	-16	6
Cc1ccc(C(=O)NNC(=O)c2csc(N3CCOCC3)n2)s1	0	0
O=C(O)c1ccc(C2NCC(c3ccccc3Cl)c3c2[nH]c2ccccc32)cc1 (stereo not given)	5	1
CC(=O)N1CCC(N(CCN2CCOCC2)C(=O)Nc2ccc(Cl)c(Cl)c2)CC1	-1	9
COc1ccccc1NS(=O)(=O)c1ccc(C)c(C(=O)NCC2CCCO2)c1 (stereo not given)	-12	-1
O=C(O)C1CCCCC1C(=O)Nc1ccc2c(c1)CCC2 (stereo not given)	-3	3
CCCCCCCCCCCCCCCC[N+](C)(C)CCN(Cc1ccc(OC)cc1)c1ncccn1	121	-56
CC(C)Sc1nc2ccsc2c(=O)[nH]1	10	9
Cn1c(Sc2nc3ccccc3n2C)nc2ccccc21	-17	-12
CCSc1ccccc1C(=O)N1CCC2(CC1)CC(=O)c1ccccc1O2	-10	4
COc1cc(NC(=O)C2CCCN(S(=O)(=O)c3cnc[nH]3)C2)cc(OC)c1 (stereo not given)	5	2
COc1ccc(NC(=O)CSc2nc(-c3ccc(C)cc3)cc(C(F)(F)F)c2C#N)cc1	0	6
Cc1ccc(S(=O)(=O)c2cc3ccccc3oc2=O)cc1	-9	4

Further structures.
SMILES	TAG inh	TAG inh DAPI viability
Cc1ccc(S(=O)(=O)Nc2nc3ccccc3s2)cc1[N+](=O)[O-]	5	1
O=C(O)CCSc1nc(C(F)(F)F)cc(=O)n1-c1ccccc1	3	-2
COc1ccc2nc(SCC(=O)NC(C)c3ccccc3)[nH]c2c1 (stereo not given)	11	5
O=C(CSc1nnc(-c2cccnc2)o1)c1cc2ccccc2oc1=O	-10	12
COc1ccc(C2NC(c3ccc(OC)cc3OC)C(C)C(=O)C2C)c(OC)c1 (stereo not given)	2	-2
O=C(O)CCOc1ccc2c(c1)OCCO2	-9	6
Cc1cccc([C@@H]2[C@@H]3C(=O)N(Cc4ccccc4)C(=O)[C@@H]3[C@]3(C)C(=O)N(c4ccc(C(F)(F)F)cc4)C(=O)N23)c1	-4	-5
CC(=O)Nc1cccc(C(=O)N2CCN(S(=O)(=O)c3ccc(C4CCCCC4)cc3)CC2)c1	7	-4
CC1CCN(C(=O)c2[nH]cnc2C(=O)NCC(=O)OC(C)(C)C)CC1	3	-1
NC(Cc1ccccc1)c1csc(Nc2nncc3ccccc23)n1 (stereo not given)	43	9
CNC(=O)Cn1c(=O)n(C)c2ccccc21	1	6

In the list so far, these have an NH in an aromatic ring.
SMILES	TAG inh	TAG inh DAPI viability
O=c1[nH]n(-c2ccc([N+](=O)[O-])cc2)c(=O)c2ccccc12	6	-7
O=C(CNC(=O)c1nc[nH]c1C(=O)N1CCNCC1)OCc1ccccc1	2	2
CN(CC(=O)Nc1c(Cl)cccc1Cl)C(=O)c1ccc(NS(=O)(=O)c2ccc3[nH]c(=O)[nH]c3c2)cc1	3	1
CC(=O)c1ccc(N2CCN(C(=O)Cc3n[nH]c(=O)c4ccccc34)CC2)cc1	4	0
O=c1[nH]c(-c2ccco2)nc2sc3c(c12)CCCC3	2	14
Cc1[nH]n(C(N)=S)c(=O)c1N=Nc1cccc([N+](=O)[O-])c1C	-10	-2
COc1cccc(CNC(=O)CCC2CCCN(C(=O)c3cc(C4CC4)[nH]n3)C2)c1 (stereo not given)	-1	-1
c1ccc2cc(CSCc3nc4ccccc4[nH]3)ccc2c1	-9	6
COC(=O)/C=C(\C)N=Nc1c(O)[nH]c2ccccc12	2	-1
COc1cc2c(-c3ccc4cc[nH]c4c3)c(-c3ccc(C#N)cc3)oc(=O)c2cc1OC	16	5
O=C(O)c1ccc(C2NCC(c3ccccc3Cl)c3c2[nH]c2ccccc32)cc1 (stereo not given)	5	1
CC(C)Sc1nc2ccsc2c(=O)[nH]1	10	9
COc1cc(NC(=O)C2CCCN(S(=O)(=O)c3cnc[nH]3)C2)cc(OC)c1 (stereo not given)	5	2
COc1ccc2nc(SCC(=O)NC(C)c3ccccc3)[nH]c2c1 (stereo not given)	11	5
CC1CCN(C(=O)c2[nH]cnc2C(=O)NCC(=O)OC(C)(C)C)CC1	3	-1
